AMA1-RON2 inh: inhibitors of Plasmodium falciparum AMA1-RON2 interaction; AlphaScreen AMA1-biotinylated RON2 peptide binding; Potency, µM (highest dose often 58.2 µM), inactives show top-dose activity change, negative = inhibition, actives largely listed as inhibitors; 360,000 tested, 0.2% active;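 note: potency is the fitted concentration of half-maximal effect; 0% = vehicle wells and -100% = peptide control; nearly all actives have a fitted effect of over 45% in size; some results filed as inactive show a strong effect at the top dose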
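AMA1 (3D7) with his tag at 25 nM final met compounds first, then biotinylated RON2 peptide at 25 nM; detection used donor plus acceptor beads, 10 µg/mL apiece, read by AlphaScreen after 30 min at room temperature.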
AmpC inh detg: AmpC beta-lactamase inhibition with detergent present; P00811; AmpC hydrolysis of nitrocefin, absorbance 480 nm, 0.01% Triton; Potency, µM (highest dose often 114 µM), inactives show top-dose activity change, negative = inhibition, actives largely listed as inhibitors; 370,000 tested, 0.041% active; AID 485294;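 note: potency is the fitted concentration of half-maximal effect; 0% = no-compound wells and -100% = no-enzyme wells; nearly all actives have a fitted effect of over 25% in size; some results filed as inactive show a strong effect at the top dose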
Target sequence (P00811 whole entry, looked up): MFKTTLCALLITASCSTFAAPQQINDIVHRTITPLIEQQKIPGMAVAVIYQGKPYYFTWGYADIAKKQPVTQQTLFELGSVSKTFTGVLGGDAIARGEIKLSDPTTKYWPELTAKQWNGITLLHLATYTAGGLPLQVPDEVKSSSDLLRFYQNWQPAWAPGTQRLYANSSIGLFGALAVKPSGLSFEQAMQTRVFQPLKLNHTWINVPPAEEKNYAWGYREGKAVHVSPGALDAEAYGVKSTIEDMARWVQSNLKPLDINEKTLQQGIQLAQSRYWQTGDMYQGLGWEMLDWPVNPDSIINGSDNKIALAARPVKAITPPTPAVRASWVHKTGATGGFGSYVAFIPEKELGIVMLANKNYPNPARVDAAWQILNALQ
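20 mM phosphate pH 7.0 + 0.01% (detergent screen) or 0.0001% Triton X-100; 5.3 nM AmpC reagent; cpd preinc 15 min RT; nitrocefin (800 uM stock) to start; A480 q20 s × 4 min; Activity was normalised to no-enzyme and no-compound control wells.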
Sm TGR inh: inhibitors of Schistosoma mansoni thioredoxin glutathione reductase; AID 485364; Potency, µM (highest dose often 114 µM), for inactives: top-dose activity change, negative = inhibition, usual class: inhibitors; purified TGR, DTNB reduction, TNB absorbance 405 nm; 360,000 tested, 3% active; note: potency is the fitted concentration of half-maximal effect; nearly all actives have a fitted effect of over 60% in size
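First, TGR (20 nM dispensed) and NADPH were mixed with compound. Second, a 15 min room-temperature incubation followed. Third, further NADPH and then DTNB were added to start the reaction. Finally, TNB absorbance was monitored kinetically.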
HCV inh: inhibitors of hepatitis C virus infection; Huh7.5.1 HCVcc-Cre infection, luciferase reporter, 44 h; Potency, µM (doses to about 41.8 µM), without a hit: at the highest dose activity change, negative = inhibition, actives largely listed as inhibitors; AID 651820; 340,000 tested, 3.4% active; note: potency is the fitted concentration of half-maximal effect
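Seed cells (1,000/well) for 4 h; treat with compound and infect with HCVcc-Cre, moi about 0.5. Incubate 44 h, then detect luciferase activity.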
HCMV inh: blocks human cytomegalovirus replication; HFF cells, HCMV-luciferase reporter, 72 h; active compounds read low; activity change, negative = inhibition, % at 57.5 µM; 410,000 tested, 4.5% active; in the data active = activity change below about -60%; inconclusive = no clear call, values can overlap the other calls; inactive = above about -39%
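Compounds were evaluated in HFFs infected with an HCMV luciferase reporter virus (MOI 1 PFU/cell). Luciferase in lysates collected 72 h post infection served as the replication measure.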
FBPA Giardia inh: blocks Giardia fructose-bisphosphate aldolase activity; A8B2U2; purified Giardia FBPA; Potency, µM (top dose mostly 59.6 µM), inactives show top-dose activity, negative = inhibition, usual class: inhibitors; 290,000 tested, 0.71% active; AID 2451; note: potency is the fitted concentration of half-maximal effect; nearly all actives have a fitted effect of over 55% in size
Target sequence (A8B2U2 whole entry, looked up): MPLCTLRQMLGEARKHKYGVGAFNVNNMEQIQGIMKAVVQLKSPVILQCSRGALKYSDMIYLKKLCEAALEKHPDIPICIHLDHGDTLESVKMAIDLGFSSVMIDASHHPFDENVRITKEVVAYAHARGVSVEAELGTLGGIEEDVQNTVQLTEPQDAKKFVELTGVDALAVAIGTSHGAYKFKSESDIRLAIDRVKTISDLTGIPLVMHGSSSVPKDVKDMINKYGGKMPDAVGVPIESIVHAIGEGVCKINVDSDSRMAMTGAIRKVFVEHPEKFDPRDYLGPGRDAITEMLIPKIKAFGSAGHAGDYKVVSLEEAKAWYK
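40 nM FBPA preincubated 10 min at RT with compound (up to 57.5 uM final), then substrate plus GAPDH/TPI/NAD/arsenate coupling and diaphorase/resazurin added. Fluorescence read after 20 min at RT, 525/598 nm.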
The depositor's hits bear a star; ? = inconclusive; · = no result given; [ ] = another dose, or the depositor's remark. Unless noted, calls come from the whole dose curve; as a rule, active = well fitted curve in the direction sought with a large enough effect; inconclusive = small, poorly fitted or top-dose-only effect, or another doubt; inactive = no such curve, though single readings can be large; an effect the other way counts as inactive or inconclusive. Unless noted, % is set by controls: 0 for no effect and ±100 for the full control effect.

SMILES	AMA1-RON2 inh	AmpC inh detg	Sm TGR inh	HCV inh	HCMV inh	FBPA Giardia inh
Cc1cc([N+](=O)[O-])nn1CC(=O)NC(C)c1ccccc1 (stereo not given)	12%	?	-17%	9%	7	1%
c1ccc(OCCSc2nnc3sc4ccccc4n23)cc1	10%	-10%	11%	-13%	?	18µM*
COc1cccc(CNC(=O)C2CCC(CNc3c(N4CCC(C)CC4)c(=O)c3=O)CC2)c1 (stereo not given)	-11%	5%	6%	?	3	-5%
CN(C)c1ccc(C(C(=O)NC2CCCC2)N(C(=O)c2ccco2)C2CC2)cc1 (stereo not given)	-13%	3%	-6%	28%	-27	5%
C/C(=C\c1ccccc1)C(=O)NC1CCSC1=O (stereo not given)	2%	-7%	-22%	-19%	49	-1%
O=C1Nc2ccc([N+](=O)[O-])cc2C1(O)N1CCCCC1 (stereo not given)	-3%	1%	-18%	-1%	20	0%
C=CCOc1ccc(/C=N/n2nnnc2N)cc1OC	3%	·	·	6%	9	·
CCc1nc(SCc2cc(Cl)ccc2OC)n[nH]1	11%	?	-7%	0%	-29	-1%
COc1cc(Cl)ccc1OCc1cc(C(=O)NCc2cc(C(C)C)no2)no1	8%	-8%	-1%	-6%	149	·
COc1ccc(/C=C(/NC(=O)c2cccc([N+](=O)[O-])c2)C(=O)O)cc1OC	18%	-10%	·	6%	-26	16%
CCOC(=O)Cn1c(=O)n(Cc2ccco2)c(=O)c2ccc(C(=O)NCCc3ccccc3)cc21	-13%	-9%	2%	-30%	-8	4%
CC(=NCCN1CCOCC1)c1c(O)n(C2CCCCC2)c(=O)[nH]c1=O	24%	2%	?	12%	-17	-8%
O=C(CCNc1ccc(Br)cc1)c1cccc([N+](=O)[O-])c1	?	2%	0.4µM*	-17%	-28	-2%
O=C(NCC(=O)N1CCN(C(c2ccccc2)c2ccccc2)CC1)c1ccccc1F	?	3%	3%	-30%	-16	-6%
O=C(Nc1nc2ccc(Cl)cc2s1)c1ccc(N2CCCCC2)c([N+](=O)[O-])c1	-2%	?	5%	-2%	-67*	1%
CCN1CCN(C(=O)/C=C/c2ccc(F)cc2)CC1	-19%	·	·	2%	38	·
CCOc1cc(C=C(C(=O)OC)C(=O)OC)ccc1OCc1ccc([N+](=O)[O-])cc1	16%	-1%	-29%	7.9µM*	158	-7%
O=S(=O)(c1cccs1)n1cccn1	-1%	-5%	2%	?	54	-1%
CCOC(=O)c1c(NC(=O)CSc2nc3cc(Cl)ccc3c(=O)n2Cc2ccco2)sc(C(=O)N(C)C)c1C	62%[activator]	-4%	-13%	?	-68*	1%
COC(=O)[C@]1(Cc2ccccc2)N[C@H](CN(C)C(=O)Nc2ccc(C(F)(F)F)cc2)[C@@H]2C(=O)N(C)C(=O)[C@@H]21	5%	·	·	?	-14	·
Cc1ccccc1OCC(=O)Nc1sc2c(c1C#N)CCC2	0%	0%	3%	-23%	-31	0%
O=C1NCCCN1Cc1ccc(F)cc1	3%	4%	-15%	-13%	9	0%
O=C(NCC(c1ccco1)N1CCc2ccccc2C1)c1cccc(Br)c1 (stereo not given)	-1%	-12%	-11%	12%	-23	·
CCN(CC1CCCO1)C(=O)CCc1nnc(CCc2ccccc2OC)o1 (stereo not given)	23%	1%	-3%	8%	-8	·
Cc1ccc(NC(=O)c2ccc(Cl)c(N3C(=O)CCC3=O)c2)cc1	-12%	3%	2%	1%	-15	·

Reprinted from the listing (14 entries):
SMILES	AMA1-RON2 inh	AmpC inh detg	Sm TGR inh	HCV inh	HCMV inh	FBPA Giardia inh
C=CCOc1ccc(/C=N/n2nnnc2N)cc1OC	3%	·	·	6%	9	·
CCc1nc(SCc2cc(Cl)ccc2OC)n[nH]1	11%	?	-7%	0%	-29	-1%
COc1cc(Cl)ccc1OCc1cc(C(=O)NCc2cc(C(C)C)no2)no1	8%	-8%	-1%	-6%	149	·
COc1ccc(/C=C(/NC(=O)c2cccc([N+](=O)[O-])c2)C(=O)O)cc1OC	18%	-10%	·	6%	-26	16%
CCOC(=O)Cn1c(=O)n(Cc2ccco2)c(=O)c2ccc(C(=O)NCCc3ccccc3)cc21	-13%	-9%	2%	-30%	-8	4%
CC(=NCCN1CCOCC1)c1c(O)n(C2CCCCC2)c(=O)[nH]c1=O	24%	2%	?	12%	-17	-8%
O=C(CCNc1ccc(Br)cc1)c1cccc([N+](=O)[O-])c1	?	2%	0.4µM*	-17%	-28	-2%
O=C(NCC(=O)N1CCN(C(c2ccccc2)c2ccccc2)CC1)c1ccccc1F	?	3%	3%	-30%	-16	-6%
O=C(Nc1nc2ccc(Cl)cc2s1)c1ccc(N2CCCCC2)c([N+](=O)[O-])c1	-2%	?	5%	-2%	-67*	1%
CCN1CCN(C(=O)/C=C/c2ccc(F)cc2)CC1	-19%	·	·	2%	38	·
CCOc1cc(C=C(C(=O)OC)C(=O)OC)ccc1OCc1ccc([N+](=O)[O-])cc1	16%	-1%	-29%	7.9µM*	158	-7%
O=S(=O)(c1cccs1)n1cccn1	-1%	-5%	2%	?	54	-1%
CCOC(=O)c1c(NC(=O)CSc2nc3cc(Cl)ccc3c(=O)n2Cc2ccco2)sc(C(=O)N(C)C)c1C	62%[activator]	-4%	-13%	?	-68*	1%
COC(=O)[C@]1(Cc2ccccc2)N[C@H](CN(C)C(=O)Nc2ccc(C(F)(F)F)cc2)[C@@H]2C(=O)N(C)C(=O)[C@@H]21	5%	·	·	?	-14	·

Whole records from above. Values in the order: AMA1-RON2 inh | AmpC inh detg | Sm TGR inh | HCV inh | HCMV inh | FBPA Giardia inh
Record of O=C1Nc2ccc([N+](=O)[O-])cc2C1(O)N1CCCCC1 (stereo not given) : -3% | 1% | -18% | -1% | 20 | 0%
Record of O=C1NCCCN1Cc1ccc(F)cc1 : 3% | 4% | -15% | -13% | 9 | 0%

The list continues:
SMILES	AMA1-RON2 inh	AmpC inh detg	Sm TGR inh	HCV inh	HCMV inh	FBPA Giardia inh
CC(=O)c1ccc(Sc2nnc(C)s2)c([N+](=O)[O-])c1	-2%	-1%	-16%	14%	95	1%
Nc1sc2c(c1C(=O)NC1CCS(=O)(=O)C1)CCCC2 (stereo not given)	29%	?	22µM*	?	15	?
Cn1cnnc1SC1c2cccc3cccc(c23)C1NS(=O)(=O)c1ccc(Cl)cc1 (stereo not given)	9%	-3%	-10%	24%	-15	16%
C/C(N)=C(/C#N)C(=O)CSc1nn(-c2ccc(Cl)cc2)c(=S)s1	-8%	4%	-14%	-17%	6	0%
O=C(NCCc1ccc(O)c(O)c1)C1COc2ccccc2O1 (stereo not given)	-5%	-9%	4.5µM*	?	?	-15%
Cn1c(CNC(=O)CSc2nc(-c3ccccc3F)nc3cc(=O)[nH]n23)nc2ccccc21	·	2%	?	·	6	·
COc1ccc(C(=O)NCS(=O)(=O)c2ccc(C)cc2)cc1	3%	-6%	11µM*	1%	-4	6%
Cc1c(OC(=O)CNC(=O)OC(C)(C)C)ccc2c3c(c(=O)oc12)CCC3	-4%	?	2%	1%	-12	-9%
COc1ccc(NC(=O)C(c2ccccc2)c2ccccc2)c(OC)c1	-10%	·	·	-6%	-1	·
COc1cccc(C2NC(=O)c3ccccc3O2)c1OC (stereo not given)	-3%	-15%	-24%	22%	-15	-26%
C[C@H](NC(=O)c1ccccc1Cl)C(=O)Nc1ccccc1F	12%	1%	-1%	7%	38	-4%
O=[N+]([O-])c1ccc(C(O)CN2CCN(Cc3ccccc3)CC2)cc1 (stereo not given)	3%	-4%	-12%	-1%	-28	0%
COc1ccccc1N1CCN(C(=O)C2CCCO2)CC1 (stereo not given)	17%	0%	3%	-5%	15	-23%
COc1cc(CCC(=O)N2CCN(c3ccc([N+](=O)[O-])cc3)CC2)cc(OC)c1OC	11%	0%	20%	-13%	?	0%
Cc1ccc(-c2nc(N=Nc3ccc(O)cc3)n[nH]2)cc1	21%	3%	1%	9%	-100*	-10%
CCN(CC)S(=O)(=O)c1ccc(C)c(NC(=O)CN2C(=O)NC3(CCCC3)C2=O)c1	3%	0%	-1%	-8%	-12	·
CC(C)N(c1ccccc1)c1ccc(NC(=S)NCCN(C)C)cc1	-19%	2%	-15%	?	-26	0%
O=C(NC(Cc1ccccc1)C(=O)N1CCC2(CC1)OCCO2)C1CCCCC1 (stereo not given)	-19%	-6%	1%	5%	-6	6%
Cc1cccc(OCC(=O)OCC(=O)N2CCCc3ccccc32)c1C	13%	?	7%	7%	-1	·
CCc1cc(C(=O)Nc2nc(-c3ccccn3)cs2)sc1C	24%	-2%	-16%	?	-38	·
Cc1cc(N/C=C2\CCCCC2=O)no1	3%	3%	7%	6%	34	-9%
COc1cccc(NC(=O)CN(c2cccc(C(F)(F)F)c2)S(C)(=O)=O)c1	-10%	1%	-10%	-4%	11	-7%
Cc1c(-c2ccccc2)n(-c2ccc(Cl)cc2)c2nc3c(c(=O)n(C)c(=O)n3C)n12	·	6%	2%	·	11	·
COc1ccc(/C=C\C(=O)NC2CC(=O)N(c3ccc(F)cc3)C2)cc1OC (stereo not given)	·	0%	?	·	10	·
COc1ccc(CNC(=O)CCCNC(=O)c2ccc(Cl)cc2)cc1OC	-8%	-2%	1%	-7%	?	4%
COc1ccccc1N=CC1=C(O)CC(c2ccccc2)CC1=O (stereo not given)	12%	-13%	0%	-7%	-14	-9%
O=C(COc1ccc(Br)cc1)N(CCO)CCO	-7%	-5%	-4%	17%	27	2%
COc1cccc2c1C(=O)c1c(O)c3c(c(O)c1C2=O)C[C@@](O)(C(=O)CO)C[C@@H]3OC1CC(N)C(O)C(C)O1 (stereo not given in full)	25%	·	·	1µM*	-99*	·
c1ccc(OCCn2c(-c3ccco3)nc3ccccc32)cc1	-11%	-2%	8.9µM*	-17%	-1	-8%
CN(C)CCCNS(=O)(=O)c1ccc(NC2CCCCCC2)c([N+](=O)[O-])c1	-5%	-2%	1%	5.6µM*	-69*	·

Screens from PubChem BioAssay.
